# Bioassay records as filed in PubChem BioAssay.
# L3MBTL1 block: L3MBTL1 (human) inhibition. Q9Y468. AlphaScreen L3MBTL1–H3K9me1 peptide binding. Potency, µM (top dose mostly 57.1 µM), for the others: at the top dose activity, negative = inhibition, usual class: inhibitors. 0.66% of 230,000 active; active = well fitted inhibition curve with a large enough effect; inconclusive = small, poorly fitted or top-dose-only effect; inactive = no such curve, though single readings can be large or run the other way; note: nearly all actives have a fitted effect of over 60% in size
# Target sequence (Q9Y468 whole entry, looked up): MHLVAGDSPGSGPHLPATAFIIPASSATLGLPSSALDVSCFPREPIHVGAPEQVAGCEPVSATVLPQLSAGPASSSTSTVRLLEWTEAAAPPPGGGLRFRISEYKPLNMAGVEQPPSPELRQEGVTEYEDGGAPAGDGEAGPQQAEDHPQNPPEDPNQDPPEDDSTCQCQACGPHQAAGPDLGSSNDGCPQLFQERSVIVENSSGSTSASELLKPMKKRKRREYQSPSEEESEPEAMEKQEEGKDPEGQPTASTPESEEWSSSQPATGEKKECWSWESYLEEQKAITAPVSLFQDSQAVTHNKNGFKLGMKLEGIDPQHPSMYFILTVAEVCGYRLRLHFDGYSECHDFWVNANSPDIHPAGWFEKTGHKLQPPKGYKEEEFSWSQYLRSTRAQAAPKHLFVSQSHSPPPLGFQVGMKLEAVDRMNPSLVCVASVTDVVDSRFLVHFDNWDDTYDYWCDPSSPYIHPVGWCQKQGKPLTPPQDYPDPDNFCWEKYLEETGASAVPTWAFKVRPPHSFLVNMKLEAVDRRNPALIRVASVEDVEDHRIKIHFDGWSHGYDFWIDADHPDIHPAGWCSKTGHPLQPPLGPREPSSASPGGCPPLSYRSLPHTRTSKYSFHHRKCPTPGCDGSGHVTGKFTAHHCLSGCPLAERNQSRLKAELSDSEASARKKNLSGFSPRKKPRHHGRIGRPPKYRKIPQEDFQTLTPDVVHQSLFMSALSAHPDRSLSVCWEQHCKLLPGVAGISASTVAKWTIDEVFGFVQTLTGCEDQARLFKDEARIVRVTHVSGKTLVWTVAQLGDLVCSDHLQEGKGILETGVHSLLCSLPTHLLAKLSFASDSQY
#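 AlphaScreen proximity signal between nickel-chelate acceptor and streptavidin donor beads (final 10 ug/mL) reports binding of 50 nM L3MBTL1 to 75 nM biotin-H3 K9me1 peptide; complex incubated with compounds 30 min at room temperature; cefsulodin titration as control.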
# The depositor's hits bear a star; ? = inconclusive; & = joins results of further samples; [ ] = another dose, or the depositor's remark. % is set by controls: 0 for no effect and ±100 for the full control effect; potency is the fitted concentration of half-maximal effect. Not all compounds are listed; the hit share may differ from the screen's.
# Preview:
L3MBTL1 block	Compound
9%	CCOc1ccc(C(=O)Nc2nnc(S(=O)(=O)Nc3ccccc3C)s2)cc1
2%	COc1ccc2oc(C(=O)OC(C)C(=O)N3CCC(C)CC3)c(C)c2c1 (configuration not stated)
-1%	Cc1ccc(C(=O)N/C(=C\c2ccc(-c3cccc([N+](=O)[O-])c3)o2)C(=O)NCCCN(C)C)cc1
-23%	Cc1nnc(SCC2=C(C(=O)O)N3C(=O)C(NC(=O)Cc4ccccc4)C3SC2)s1 (configuration not stated)
11%	COc1ccccc1-c1oc2ccccc2c1-c1ccccc1OC
-2%	O=C(Nc1ccc(Cl)c(S(=O)(=O)N2CCCCC2)c1)c1cnccn1
2%	O=C(CC(=O)N/N=C/c1ccc(C(=O)O)cc1)NCCc1ccccc1
-2%	COc1ccccc1N(C)C(=O)c1cc(S(=O)(=O)N2CCc3ccccc32)cn1C
1%	COc1ccccc1C(=O)NC(=O)COC(=O)CCNS(=O)(=O)c1ccccc1
5%	Cc1cc(C)cc(NC(=O)CSc2nc(=O)n(CCN3CCOCC3)c3c2CCCC3)c1
6%	Cc1nc2c(-c3ccc(F)cc3)c(C)[nH]n2c(=O)c1Cl
3%	S=C(NCc1ccccc1)N1CCN(C(=S)NCc2ccccc2)CC1
-2%	O=C(c1cccc(NC2=NC3CS(=O)(=O)CC3S2)c1)N1CCN(c2cccc(Cl)c2)CC1 (configuration not stated)
1%	COC(=O)[C@@H](NC(=O)c1ccccc1OC1CCN(S(C)(=O)=O)CC1)C(C)C
-1%	CCOC(=O)C1=C(COC(=O)CCOc2ccc(OC)cc2)NC(=O)NC1C (configuration not stated)
-22%	O=C(c1ccc([N+](=O)[O-])o1)N1CCN(c2nc3c(Cl)cccc3s2)CC1
-9%	c1ccc(C[C@H]2CNCCN2CCc2cccc3ccccc23)cc1
-3%	O=C(Nc1cc(S(=O)(=O)N2CCOCC2)ccc1Cl)c1ccc(=O)[nH]c1

# The list itself (from the top)
L3MBTL1 block	Compound
9%	CCOc1ccc(C(=O)Nc2nnc(S(=O)(=O)Nc3ccccc3C)s2)cc1
2%	COc1ccc2oc(C(=O)OC(C)C(=O)N3CCC(C)CC3)c(C)c2c1 (configuration not stated)
-1%	Cc1ccc(C(=O)N/C(=C\c2ccc(-c3cccc([N+](=O)[O-])c3)o2)C(=O)NCCCN(C)C)cc1
-23%	Cc1nnc(SCC2=C(C(=O)O)N3C(=O)C(NC(=O)Cc4ccccc4)C3SC2)s1 (configuration not stated)
11%	COc1ccccc1-c1oc2ccccc2c1-c1ccccc1OC
-2%	O=C(Nc1ccc(Cl)c(S(=O)(=O)N2CCCCC2)c1)c1cnccn1
2%	O=C(CC(=O)N/N=C/c1ccc(C(=O)O)cc1)NCCc1ccccc1
-2%	COc1ccccc1N(C)C(=O)c1cc(S(=O)(=O)N2CCc3ccccc32)cn1C
1%	COc1ccccc1C(=O)NC(=O)COC(=O)CCNS(=O)(=O)c1ccccc1
5%	Cc1cc(C)cc(NC(=O)CSc2nc(=O)n(CCN3CCOCC3)c3c2CCCC3)c1
6%	Cc1nc2c(-c3ccc(F)cc3)c(C)[nH]n2c(=O)c1Cl
3%	S=C(NCc1ccccc1)N1CCN(C(=S)NCc2ccccc2)CC1
-2%	O=C(c1cccc(NC2=NC3CS(=O)(=O)CC3S2)c1)N1CCN(c2cccc(Cl)c2)CC1 (configuration not stated)
1%	COC(=O)[C@@H](NC(=O)c1ccccc1OC1CCN(S(C)(=O)=O)CC1)C(C)C
-1%	CCOC(=O)C1=C(COC(=O)CCOc2ccc(OC)cc2)NC(=O)NC1C (configuration not stated)
-22%	O=C(c1ccc([N+](=O)[O-])o1)N1CCN(c2nc3c(Cl)cccc3s2)CC1
-9%	c1ccc(C[C@H]2CNCCN2CCc2cccc3ccccc23)cc1
-3%	O=C(Nc1cc(S(=O)(=O)N2CCOCC2)ccc1Cl)c1ccc(=O)[nH]c1
0%	Cc1ccc(S(=O)(=O)N2CCN(C(=O)Cc3c(F)cccc3Cl)CC2)cc1
8%	CCCn1c(N)c(N(CCOC)C(=O)c2ccc(N3CCCC3=O)cc2)c(=O)[nH]c1=O
-15%	CC1(c2ccc3ccccc3c2)NC(=O)N(CC(=O)N2CCN(Cc3ccc(C#N)cc3)CC2)C1=O (configuration not stated)
7%	CCC(C)N(C(=O)COC(=O)c1nc2nc(C)cc(C)n2n1)C1CCS(=O)(=O)C1 (configuration not stated)
-6%	COc1cc(NC(=S)N2CCN(CCO)CC2)cc(OC)c1
-6%	O=C(Nc1cccc(S(=O)(=O)NC2=NCCC2)c1)c1ccc(F)cc1
-5%	CC(CCN1CCN(c2ccccc2)CC1)c1ccccc1 (configuration not stated)
4%	COc1ccc(/C=C/C(=O)OCC(=O)N2CCc3ccccc32)cc1
?	NC(=O)c1ccsc1NC(=O)c1ccc([N+](=O)[O-])o1
-1%	CCc1c(C2(O)CCCCC2)[nH]c2ccc(C(F)(F)F)cc12
2%	CCC[C@@H](CN1CCC[C@H]1CN1C(N)=NC[C@H]1CC(C)C)N1C[C@@H]([C@H](C)CC)N(CCCC2CCCC2)C1=N
-17%	CC(C)N(C(=O)[C@H]1CC(CC(=O)NCc2cccc(C(F)(F)F)c2)C(=O)N2CCc3c([nH]c4ccccc34)[C@]12C)C(C)C (some centres not stated)
0%	C=CCn1c(SCC(=O)N(CC)C2CCS(=O)(=O)C2)nnc1-c1ccccc1 (configuration not stated)
3%	Cc1ccc(NC(=O)CCNS(=O)(=O)c2ccc3c(c2)CCC(=O)N3)c(Br)c1
-5%	N#Cc1ccc(CSc2nc(N)cc(=O)[nH]2)cc1
-7%	C=CCN(c1ccccc1)S(=O)(=O)c1cccc(C(=O)NCC(c2ccc(F)cc2)N2CCOCC2)c1 (configuration not stated)
-8%	COc1ccc(C(=O)c2c3ccc([N+](=O)[O-])cc3[n+]([O-])n2CCCC(N)=O)cc1
-6%	C[C@H](CO)N1C[C@H](C)[C@@H](CN(C)Cc2ccc(Cl)c(Cl)c2)Oc2c(NC(=O)Cc3ccccc3)cccc2C1=O
3%	CCOC(=O)C1CCN(C(=O)COC(=O)CNC(=O)c2sc3ccccc3c2Cl)CC1
2%	O=C(COC(=O)c1ccccc1Br)Nc1ccc2[nH]c(=O)[nH]c2c1
4%	Cc1noc(C)c1COc1ccc(C(=O)Nc2nnc(CC(C)C)s2)cc1
-12%	COc1ccc(OC)c(C(=O)NC(CC(N)=O)c2ccc(NCc3ccc(F)c(F)c3)c([N+](=O)[O-])c2)c1 (configuration not stated)
2%	COc1ccc(S(=O)(=O)N2CCN(Cc3ccccc3)CC2)cc1OC
9%	O=C(Nc1cc(S(=O)(=O)N2CCCCC2)ccc1Cl)c1ccc(F)cc1
0%	O=C(NNC(=O)c1ccccc1-n1cccc1)c1cncc(Br)c1
2%	O=C(c1ccc(-n2cncn2)c([N+](=O)[O-])c1)N1CCN(S(=O)(=O)c2ccccc2Br)CC1
-11%	CCC1(c2ccc(F)cc2)NC(=O)N(CC(=O)N2c3ccccc3NC(=O)C2(C)C)C1=O (configuration not stated)
4%	CN(C(=O)CN1C(=O)NC2(CCCc3ccccc32)C1=O)C1CCCCC1 (configuration not stated)
2%	CC(C)CN(C(=O)CCC(=O)OCC(=O)N(C)c1ccccc1)c1c(N)n(CC(C)C)c(=O)[nH]c1=O
-1%	CN1CC(=O)N(CC(=O)NC2CCCCC2)C1=O
-1%	CN1C(=O)/C(=C/c2ccc(OCc3cccc(F)c3)cc2)NC1=S
3%	Cc1nn(CCCC(=O)NCc2ccc(F)cc2)c(=O)c2nccn12

# The list goes on.
L3MBTL1 block	Compound
2%	Cc1cc(OC(C)C(=O)N(Cc2cccs2)C2CCS(=O)(=O)C2)ccc1Cl (configuration not stated)
-4%	CN(CC(=O)Nc1cccc(F)c1)C(=O)c1ccc2c(c1)CC(c1ccccc1)OC2=O (configuration not stated)
-2%	CC(OC(=O)c1cnccn1)C(=O)Nc1nc(-c2cccc([N+](=O)[O-])c2)cs1 (configuration not stated)
-1%	O=C(CCc1ccccc1)N[C@@H]1c2ccccc2CC[C@H]1OCc1ccccc1
-6%	COc1ccc(CCNC(=O)COC(=O)c2cc(S(=O)(=O)N3CCOCC3)ccc2C)cc1OC
-3%	COc1ccc(S(=O)(=O)N2CCOC23CCN(S(=O)(=O)c2ccc(F)cc2)CC3)cc1
11%	COCCCNC(=O)CC1C[C@H](C(=O)N2CCOCC2)[C@@]2(C)c3[nH]c4ccccc4c3CCN2C1=O (some centres not stated)
?	COc1ccc(NC(=O)NC[C@@H]2CC[C@@H](Cc3ccc(-c4ccccc4)cc3)O2)cc1
-12%	CCOC(=O)[C@H]1[C@H]2COc3ccccc3[C@@H]2N2C(=O)[C@@H](CO)NC(=O)[C@@]12C
-5%	CN(C)CCNC(=O)C(=O)Nc1ccc2c(c1)N(S(=O)(=O)c1cccs1)CCC2
-1%	COC(=O)Nc1ccc(S(=O)(=O)N2CCC(C(=O)NCc3ccc4c(c3)OCO4)CC2)cc1
-1%[2.29 µM]	O=C(Nc1cccnc1)c1cc2cc(Br)ccc2o1
8%	O=C(CCC(=O)N1CCN(c2ccc(F)cc2)CC1)N1CCN(c2ccc(F)cc2)CC1
31%[activator]	O=C1CCN(Cc2ccc([N+](=O)[O-])cc2)CCN1[C@H](CO)c1ccccc1
-1%	O=C(c1ccc(F)cc1)N1CCCC(c2nc(-c3ccncc3)no2)C1 (configuration not stated)
0%	COc1ccc(OC)c(-c2nnc3n2N=C(c2ccc(OC)c(OC4CCOC4)c2)CS3)c1 (configuration not stated)
-2%&-5%	CC(Oc1ccc2c(-c3ccccc3)cc(=O)oc2c1)C(=O)NCC1CCC(C(=O)O)CC1 (configuration not stated)
-3%	CC1C(=O)N2CCCc3cc(S(=O)(=O)N4CCN(c5cccc(Cl)c5)CC4)cc1c32 (configuration not stated)
-5%	Cc1ccc(NS(=O)(=O)c2ccc(Cl)c(C(=O)Nc3cccc(C(=O)O)c3)c2)cc1
-3%	CC[N+](C)(CC)CCC(c1ccccc1)C1CCCCC1 (configuration not stated)
1%	N#CCNC1CC(=O)N(c2ccccc2)C1=O (configuration not stated)
26%	CCCNC(=O)C(Cc1ccc(F)cc1)NC(=O)c1ccccc1 (configuration not stated)
3%	Nc1ccc2c(c1)C(=O)N(c1cccc3ccccc13)C2=O
3%	Cc1ccc(NS(=O)(=O)c2ccc3c(c2)CC(=O)N3)cc1C
9%	O=C(O)c1ccc(CSc2nnc(-c3ccccc3Br)o2)cc1
-1%	Cc1cccc(NC(=O)CNC(=O)c2sc3ccccc3c2Cl)n1
-3%	COc1ccc(CN2CC[C@H]3C=CCc4cccc(c43)C2)cc1
25%	Cc1ccc(-c2nc3ccccc3nc2-c2ccccc2)cc1
0%	O=S(=O)(NC1CCCCC1N1CCCCC1)c1ccc(Cl)cc1 (configuration not stated)
-3%	Cc1ccc(NS(=O)(=O)c2coc(C(N)=O)c2)cc1F
0%	COc1cc(-c2nnc(SCC(=O)O)n2-c2ccccc2)cc(OC)c1OC
-4%	CC(=O)Nc1ccc(NCc2ccc(C)s2)cc1
-12%	O=C(NC1CC2CCCC(C1)N2Cc1ccccc1)c1cccc(Cl)c1 (configuration not stated)
-3%	COc1ccc(NC(=O)CSCC(=O)Nc2ccccc2N2CCCCC2)cc1
0%	COc1cc(NC(=O)c2ccc(N3CCCC3=O)cc2)cc(OC)c1
4%	Cc1cc(C)c(S(=O)(=O)N2CCN(c3ccccn3)CC2)c(C)c1
2%	CC(=O)c1c(OCC(=O)N(C)C2CCCCC2)ccc2c(C)cc(=O)oc12
-1%	CC(NC(=O)Cc1ccccc1)C(=O)O (configuration not stated)
-4%	Cc1sc2ncnc(N3CCC(C(=O)N(C)CC(=O)Nc4ccc(Cl)c(C(F)(F)F)c4)CC3)c2c1C
-4%	O=C1NCCOC(=O)[C@@H](Cc2ccc(F)cc2)C/C=C\C[C@@H]1CC(=O)N(CCO)Cc1ccccc1
8%	COC(=O)c1ccc(C[n+]2ccccc2)cc1
-4%	COc1ccc(N2CCN(C(=O)CSc3nc4nc(C)cc(C)n4n3)CC2)cc1
-5%	O=C(O)c1cccc(S(=O)(=O)N2CCC(Cc3ccccc3)CC2)c1
-1%	COCCC(=O)Nc1ccc2c(c1)CN(C(=O)c1ccc(CSC)o1)CC2
-1%	CCCCCCCNC(=O)C1(CC2CC(c3cccc(Br)c3)=NO2)CCN(C(=O)c2ccccc2)CC1 (configuration not stated)
1%	O=C(CCNC(=O)c1ccco1)NCCN1C(=O)S/C(=C\c2ccc(F)cc2)C1=O
1%	O=S(=O)(NCC(c1cccs1)N1CCc2ccccc2C1)c1ccccc1 (configuration not stated)
-8%	Cc1c(NC(=O)COC(=O)CSc2ccc([N+](=O)[O-])cc2)c(=O)n(-c2ccccc2)n1C
-3%	COc1ccc(NC(=O)CN2C(=O)C(C)Oc3ccc(C)cc32)cc1 (configuration not stated)
-10%	Cc1ccc(Cn2c(=O)c3c(ncn3C)n(C)c2=O)cc1

# Additional entries follow.
L3MBTL1 block	Compound
18%	O=C(O)c1ccccc1-c1noc(-c2ccccc2F)n1
-12%	Cc1ccccc1CN(C)C(=O)COC(=O)CSc1ccc([N+](=O)[O-])cc1
31%[activator]	COc1cc2ccccc2cc1C(=O)N1CCCC(C(F)(F)F)C1 (configuration not stated)
-2%	O=C(NC1CCN(Cc2ccccc2)C1)c1cc(S(=O)(=O)N2CCOCC2)ccc1Cl (configuration not stated)
4%	O=C1[C@H]2[C@@H](c3ccc(Cl)cc3)N3C(=O)N(c4cccc(Br)c4)C(=O)[C@@]3(Cc3ccc(Cl)cc3)[C@H]2C(=O)N1C1CCCCC1
